# Screening data from PubChem.
# Rab9 promoter act – Rab9 promoter activation | Potency, µM (titrated, usually from 9.22 µM), inactives show at the highest dose activation, negative = inhibition, most hits filed as activators | Huh7 Rab9 promoter-luciferase reporter, luminescence, 24 h | hit rate 2.8% among 320,000; further: potency means the concentration at half of the fitted maximal effect; % of control where 0% means no effect; nearly all actives have a fitted effect of over 60% in size
#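 Quantitative HTS format; Huh7 Rab9-luciferase reporter cells (1500/well) receive compound 2 h post-plating, incubate 24 h at 37 °C, then get luciferase reagent for 10 min before luminescence reading.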
# Menin-MLL TR inh – inhibitors of human menin-MLL interaction, mutant MLL peptide; Menin + Texas Red MLL mutant peptide, fluorescence polarization; Potency, µM (top dose mostly 61.6 µM), for the others: at the highest dose FP activity change, negative = inhibition, usual class: inhibitors; hit rate 0.23% among 270,000; AID 1768; active means well fitted inhibition curve with a large enough effect in the polarisation, with a control signal flat, not every such curve was filed as active; inconclusive means small, poorly fitted or top-dose-only effect, or effect the other way, or a change in a side signal; inactive means no such curve, though single readings can be large or run the other way; the % refers to the polarisation; further: potency means the concentration at half of the fitted maximal effect; % of control where 0% means no effect; many of its hits are not listed in these tables
# MBNL1-CUG inh – inhibitors of human MBNL1 binding to CUG repeat RNA | Q9NR56 | TR-FRET MBNL1-His/biotin-(CUG)12 binding, 665/545 ratio | Potency, µM (highest dose often 57.5 µM), for the others: at the highest dose activity change, negative = inhibition, hits mostly inhibitors | hit rate 0.036% among 280,000; active means well fitted inhibition curve with a large enough effect in the signal ratio, with a control signal flat, not every such curve was filed as active; inconclusive means small, poorly fitted or top-dose-only effect, or effect the other way, or a change in a side signal; inactive means no such curve, though single readings can be large or run the other way; the % refers to the signal ratio; further: potency means the concentration at half of the fitted maximal effect; on the % scale 0 is the no-effect control and ±100 the full control effect
# Target sequence (Q9NR56 whole entry, looked up): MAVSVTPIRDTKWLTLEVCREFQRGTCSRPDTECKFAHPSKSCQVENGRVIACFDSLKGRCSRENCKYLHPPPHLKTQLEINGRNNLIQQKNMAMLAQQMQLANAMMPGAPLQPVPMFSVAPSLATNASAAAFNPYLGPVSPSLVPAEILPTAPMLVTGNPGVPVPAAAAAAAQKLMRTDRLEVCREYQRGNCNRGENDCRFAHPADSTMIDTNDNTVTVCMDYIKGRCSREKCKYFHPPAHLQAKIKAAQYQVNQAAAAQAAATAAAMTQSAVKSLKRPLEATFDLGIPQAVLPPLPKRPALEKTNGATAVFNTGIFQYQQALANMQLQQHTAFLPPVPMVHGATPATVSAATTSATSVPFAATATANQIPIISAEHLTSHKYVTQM
#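 MBNL1-His + Biotin-(CUG)12, cpd titration 92 nM–58 uM; Tb anti-His Ab 0.055 ng/ul, SA-XL665 5 nM (final); 60 min RT; ratiometric 665/545 nm, Ex 340 nm; normalized to buffer and full-complex controls.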
# PKM2 activator – activators of human pyruvate kinase M2. hit rate 0.34% among 260,000. purified PKM2, Kinase-Glo ATP luminescence, activation; response scale: 0% is enzyme alone, no compound. Potency, µM (highest dose often 57.5 µM), for inactives: at the top dose activation, actives largely listed as activators. P14618; further: potency means the concentration at half of the fitted maximal effect; on the % scale 0 is the no-effect control and ±100 the full control effect; nearly all actives have a fitted effect of over 55% in size
#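 Kinase-Glo luminescence reports ATP generated from ADP (0.1 mM) and PEP (0.5 mM) by purified hPK-M2 after 1 h at room temperature, pH 7.2 imidazole buffer; intermediate enzyme activity allows detecting inhibitors and activators.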
# ELG1 DNA repair – inhibitors of ELG1-dependent DNA repair in HEK293T cells. HEK293T ELG1-luciferase reporter, luminescence, 16 h; DNA damage induced by 5-fluorouridine. Potency, µM (titrated, usually from 46.1 µM), inactives show at the highest dose activity change, negative = inhibition, hits mostly inhibitors. hit rate 2.3% among 330,000; further: potency means the concentration at half of the fitted maximal effect; on the % scale 0 is the no-effect control and ±100 the full control effect; nearly all actives have a fitted effect of over 55% in size
#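 In this reporter screen, reduction of luminescence relative to DMSO vehicle indicated activity. Compounds and 5-fluorouridine were added together to 2,000 cells per well, incubated for 16 hr at 37 °C, then developed with ONE-Glo.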
# RORg inh – blocks mouse ROR gamma transcriptional activity. Drosophila S2 Gal4-RORgamma UAS-luciferase reporter, 20 h. Potency, µM (doses to about 53.6 µM), inactives show top-dose activity change, negative = inhibition, most hits filed as inhibitors. hit rate 5.4% among 310,000; further: potency means the concentration at half of the fitted maximal effect; on the % scale 0 is the no-effect control and ±100 the full control effect; nearly all actives have a fitted effect of over 60% in size
# Target sequence (P51450 whole entry, looked up, the tested form may be a part): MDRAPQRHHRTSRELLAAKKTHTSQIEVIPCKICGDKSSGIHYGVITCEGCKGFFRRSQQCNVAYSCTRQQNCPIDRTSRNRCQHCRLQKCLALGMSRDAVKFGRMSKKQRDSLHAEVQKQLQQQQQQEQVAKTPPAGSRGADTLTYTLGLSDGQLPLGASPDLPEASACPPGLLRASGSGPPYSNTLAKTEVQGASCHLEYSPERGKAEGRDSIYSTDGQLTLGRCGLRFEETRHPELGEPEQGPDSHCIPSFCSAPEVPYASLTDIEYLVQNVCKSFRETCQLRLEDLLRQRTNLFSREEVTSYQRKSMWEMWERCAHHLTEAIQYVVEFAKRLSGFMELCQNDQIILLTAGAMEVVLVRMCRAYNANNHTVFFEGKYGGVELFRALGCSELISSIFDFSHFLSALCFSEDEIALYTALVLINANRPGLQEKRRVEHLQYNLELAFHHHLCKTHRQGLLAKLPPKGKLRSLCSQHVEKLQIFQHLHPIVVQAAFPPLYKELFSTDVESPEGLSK
#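 Luminescence from a UAS-regulated Photinus luciferase reporter in stably transfected Drosophila Schneider cells is measured; decreased signal marks ROR gamma inhibition. Fusion expression is induced by 700 uM copper sulfate for 20 hr.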
# NPC1 prom act – NPC1 promoter activation. hit rate 2.4% among 320,000. Huh7 NPC1 promoter luciferase reporter, 24 h. Potency, µM (series often up to 9.22 µM), inactives show top-dose activation, hits mostly activators;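 further: potency means the concentration at half of the fitted maximal effect; % of control where 0% means no effect; nearly all actives have a fitted effect of over 60% in size; reporter is driven by a mutant NPC1 promoter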
#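 NPC1 promoter–luciferase Huh7 cells; 24 h compound; luminescence.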
# VP16 counter – inhibits Gal4-VP16 luciferase reporter, ROR gamma counter-screen; hit rate 3.5% among 310,000; Drosophila S2 Gal4-VP16 UAS-luciferase, luminescence, 20 h; Potency, µM (titrated, usually from 53.6 µM), inactives show at the highest dose activity, negative = inhibition, actives largely listed as inhibitors;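 further: Gal4-VP16 expression switched on by copper sulfate through the metallothionein promoter; potency means the concentration at half of the fitted maximal effect; on the % scale 0 is the no-effect control and ±100 the full control effect; nearly all actives have a fitted effect of over 50% in size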
# Mito fusion act – inhibitors of mitochondrial division or activators of mitochondrial fusion | Potency, µM (titrated, usually from 46.1 µM), for inactives: at the top dose growth rescue (activation), most hits filed as activators | hit rate 0.23% among 320,000 | AID 485298 | S. cerevisiae fusion-defective mutant growth rescue, CellTiterGlo 48 h;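 further: potency means the concentration at half of the fitted maximal effect; % of control where 0% means no effect; nearly all actives have a fitted effect of over 45% in size; temperature-sensitive fusion mutants such as fzo1-1 at 37 °C on non-fermentable ethanol glycerol medium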
#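 Compounds are tested for their ability to restore growth of mitochondrial fusion-defective yeast strains at non-permissive 37C in YPEG medium over 48 hours. Viability is quantified by luciferase luminescence.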
# FLuc counter – inhibits or activates purified firefly luciferase, miR-21 counter-screen; hit rate 6.9% among 360,000; Potency, µM (titrated, usually from 57.5 µM), without a hit: at the top dose activity change, negative = inhibition, hits mostly inhibitors; purified FLuc, Km substrates, luminescence inhibition; P08659;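 further: potency means the concentration at half of the fitted maximal effect; plate controls were vehicle for no effect and reference inhibitor for full effect; nearly all actives have a fitted effect of over 55% in size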
#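 Purified P. pyralis luciferase (10nM final) with 10uM D-luciferin and 10uM ATP (Km levels) in 50mM Tris acetate pH 7.5, 10mM Mg acetate, 0.01% Tween-20, 0.05% BSA; qHTS 6-point titration, ~60 µM downward; luminescence read.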
# KCNH2 3.1 block – KCNH2 3.1 (human) potassium channel inhibition. U2OS KCNH2 3.1, thallium flux FluxOr; stronger effect = lower value. activity change, % (tested at about 1.8 µM). hit rate 0.95% among 340,000. AID 720553;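 active means maximum activity change below -70%; inconclusive means maximum activity change from -70% to -50%; inactive means maximum activity change above -50%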;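 further: thallium influx rate constant from kinetic fluorescence after stimulation buffer; on the % scale 0 is the no-effect control and ±100 the full control effect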
#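 Channel expression came from 3.1 mutant virus (1.77 x 10^8 /mL) applied to suspended U2OS cells for 4 h. Flux was tracked with FluxOr dye plus Red40 quencher, and kinetic rate constants normalized to controls.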
# * = called active by the depositor; ? = inconclusive; . = not tested or not shown; [ ] = remark or other dose. Unless noted, the call rests on the fitted dose curve; in most records, active means well fitted curve in the direction sought with a large enough effect; inconclusive means small, poorly fitted or top-dose-only effect, or another doubt; inactive means no such curve, though single readings can be large; an effect the other way counts as inactive or inconclusive.
nr	SMILES	Rab9 promoter act	Menin-MLL TR inh	MBNL1-CUG inh	PKM2 activator	ELG1 DNA repair	RORg inh	NPC1 prom act	VP16 counter	Mito fusion act	FLuc counter	KCNH2 3.1 block
1	CCOC(=O)Cc1csc(NC(=O)c2cc(-c3ccncc3)nc3ccccc23)n1	1%	.	.	.	?	.	-1%	.	13%	-4%	-6
2	COc1ccc(C2C=C(c3ccccc3)Nc3nc(NC(C)=O)nn32)cc1 (centres undefined)	-4%	-7%	8%	3%	-12%	-26%	7%	0%	4%	-6%	.
3	CC(NC(=O)/C(=C\c1ccco1)NC(=O)c1ccccc1Br)C(=O)O (centres undefined)	-4%	0%	15%	1%	-12%	3%	-3%	-4%	-3%	7%	-30
4	O=S(=O)(/N=C(/Nc1ccccn1)c1ccccc1)c1ccccc1	-4%	15%	-12%	2%	18%	26%	-1%	?	2%	0%	12
5	Cc1ccc(-n2cc(C(=O)c3cc(Cl)ccc3O)cc(C#N)c2=O)cc1	-6%	-24%	.	4%	-7%	?	-6%	?	6%	0%	8
6	CCOC(=O)c1c(NC(=O)OC)sc(C(=O)N(C)C)c1C	2%	2%	-4%	-5%	-4%	-14%	-2%	-3%	5%	-2%	0
7	CC(C)(C)NC(=O)Cn1nc(C(F)(F)F)c2c1CCCC2	2%	-7%	-7%	-6%	2%	2%	-5%	8%	13%	3%	1
8	NNC(=O)CCN(Cc1ccco1)S(=O)(=O)c1ccc(Cl)cc1	10%	.	.	2%	-11%	?	1%	?	-4%	1%	18
9	CC1CCCCN1CC(=O)Nc1cc(S(=O)(=O)N2CCOCC2)ccc1N1CCCC1 (centres undefined)	1%	-9%	-2%	-2%	3%	25%	-6%	1%	-2%	3%	5
10	COC(=O)c1[nH]c2ccc(C)cc2c1NC(=O)Nc1ccccc1OC	-1%	?	1%	-1%	-1%	17%	2%	5%	14%	-5%	3
11	O=C(Nc1cccs1)Nc1cccnc1Cl	-39%[inhibitor]	?	-12%	.	?	-5%	1%	7%	?	?	10
12	O=C(CN(CC1CCCO1)C(=O)CNS(=O)(=O)c1ccccc1)NCCc1ccccc1 (centres undefined)	6%	-21%	0%	.	15%	-35%	0%	-2%	-4%	1%	8
13	O=C(CCCn1c(=O)c2ccccc2n(CC(=O)NCc2ccco2)c1=O)NCc1ccco1	-2%	-15%	-10%	11%	-1%	30%	1%	2%	-4%	5%	11
14	CCO[C@H]1OC(C(N)=O)=C[C@@H](c2coc3ccccc3c2=O)[C@@H]1CCCO	1%	0%	-15%	-3%	0%	-14%	0%	-12%	10%	-1%	-3
15	CCN(CC)CCN(C(=O)Cn1nnc(-c2ccc(C)o2)n1)C(C(=O)NC(C)(C)C)c1cccs1 (centres undefined)	13%	-16%	1%	-2%	8%	3%	-3%	9%	1%	-1%	-24
16	Oc1c(C(c2cccs2)N2CCN(c3ccccc3)CC2)ccc2cccnc12 (centres undefined)	.	8%	7%	20%	.	5µM*	.	7.9µM*	1%	?	.
17	COCCCNC(=O)CSc1nc2ccccc2c(=O)n1Cc1ccc2c(c1)OCO2	-1%	8%	1%	8%	1%	8%	-2%	-7%	1%	-2%	1
18	C/C(=N\NC(N)=S)C1(C)CC2(CC(C)(C)OC2=O)C(=O)O1 (centres undefined)	-3%	.	.	5%	0%	-9%	-4%	3%	1%	0%	8
19	Cn1c(N2CCN(C(=O)Nc3ccc(C(F)(F)F)cc3)CC2)nc2ccccc21	-7%	-24%	-1%	0%	?	10%	-2%	-26%	-2%	4%	-74*
20	CC(=O)N1CCN(S(=O)(=O)c2ccc(C)cc2)C1c1ccc(N(C)C)cc1 (centres undefined)	0%	-10%	5%	-1%	-3%	-39%	-2%	2%	3%	6%	6
21	Cc1ccccc1-n1c(SCC(=O)NCc2cccs2)nc2ccccc2c1=O	-7%	0%	-11%	2%	1%	?	-1%	-21%	2%	2%	0
22	Cc1ccccc1CS(=O)(=O)CCC(=O)NCCCN1CCN(c2ccccc2F)CC1	5%	-7%	-8%	-2%	-11%	0%	1%	0%	-1%	1%	-10
23	O=C(Cn1nnc(-c2ccc(F)cc2)n1)N1CCCCC1	8%	8%	-3%	0%	-7%	22%	0%	9%	-1%	6%	3
24	CCCCn1c(=S)[nH]c2ccc(N3CCOCC3)cc2c1=O	0%	?	.	3%	-24%	2.2µM*	14%	7.1µM*	0%	-10%	.
25	O=C(O)C1CC(=O)n2c(nc3ccccc32)S1 (centres undefined)	7%	-7%	-1%	4%	14%	0%	8%	4%	-1%	12%	-1
26	O=C(NC(Cc1ccc(O)cc1)C(=O)O)c1ccc2c(c1)OCO2 (centres undefined)	-7%	.	.	.	?	.	0%	.	-2%	?	3
27	O=C1N(S(=O)(=O)c2ccccc2F)C(=O)C2(CCCC2)N1S(=O)(=O)c1ccccc1F	6%	-4%	-10%	3%	-2%	-1%	-2%	-2%	1%	0%	2
28	CC(C)C(NC(=O)c1cccc(S(=O)(=O)N2CCOCC2)c1)C(=O)NCc1ccc(Cl)cc1 (centres undefined)	-5%	.	.	.	-4%	.	-1%	.	-2%	.	9
29	O=C(O)/C=C/C(=O)NCc1ccccc1	-10%	-6%	-23%	4%	3%	-23%	0%	3%	3%	8%	-14
30	Cc1c(-c2ccccc2Cl)nc2ccccc2c1C(=O)O	0%[1.84 µM]	12%	-2%	-1%	0%	1%	-1%	7%	-5%	4%	-2
31	Cc1ccc(C)c(C(C)NC(=O)C2CCCC2)c1 (centres undefined)	-1%	3%	-14%	0%	0%	-19%	-6%	-4%	3%	-3%	8
32	Cc1cccc(NC(=O)COc2cccc3c2CCN(Cc2ccccc2)C3=O)c1C	-6%	0%	11%	21%	?	?	-4%	-1%	-4%	-2%	-23
33	O=C(O)c1ccccc1OCc1ccccc1Br	-1%	-19%	-5%	-18%	9%	20%	-1%	-3%	7%	-14%	-4
34	Cc1ncc([N+](=O)[O-])n1CC(=O)Nc1ccccc1	-1%	20%	?	2%	?	-8%	-1%	-13%	5%	-2%	0
35	Cn1cc([N+](=O)[O-])c(C(=O)NCc2ccco2)n1	13%	-6%	14%	-4%	3%	25%	0%	0%	4%	2%	9
36	COc1ccc(OC)c(-c2csc(NC(=O)Cc3cccs3)n2)c1	-3%	?	1%	0%	?	12%	-4%	-9%	?	13µM*	-15
37	COC(=O)c1c(C(=O)OC)c2ccncn2c1Cl	-2%	3%	8%	2%	-8%	6%	-1%	-11%	-5%	2%	5
38	O=c1c([N+](=O)[O-])cccn1Cc1cccc(Br)c1	-3%	-11%	?	.	0%	13%	-2%	5%	-2%	-1%	-19
39	O=C(Oc1cccnc1)c1ccccc1[N+](=O)[O-]	-1%	-2%	28%	-7%	11%	?	3%	?	0%	-2%	14
40	COc1cccc(/C=N/n2c(=S)n(C)c3ccccc32)c1OC	-5%	7%	-4%	-1%	9%	?	-3%	-29%	1%	11µM*	11
41	CCOC(=O)Nc1ccc(N2CCOCC2)c(S(=O)(=O)N2CCOCC2)c1	3%	3%	1%	-2%	?	14%	0%	-3%	1%	3%	7
42	Cn1c(Cn2nnc3ccccc32)nnc1SCC(=O)N1c2ccccc2CCc2ccccc21	9%	-17%	-4%	-4%	?	?	-2%	-10%	0%	-3%	10
43	C=CCn1c(COc2ccccc2F)nnc1SCC(=O)c1c[nH]c2ccccc12	-1%	39%[activator]	-15%	-9%	?	69%	-3%	?	0%	-3%	2
44	Cc1cccc(NC(=O)C2CCCN2S(=O)(=O)c2cccc3cccnc23)c1 (centres undefined)	2%	-1%	-6%	6%	-1%	-26%	1%	18%	13%	3%	.
45	COc1ccc(CN(C)C(=O)CC(c2ccccc2)c2ccccc2)cc1	-5%	-18%	-4%	10%	?	?	2%	-3%	18%	1%	6
46	CCOc1ccc(NC(=O)c2cn(CC(C)C)c(=O)c3c2c2ccccc2n3C)cc1	1%	-1%	-20%	-6%	?	16%	-2%	-13%	0%	-1%	-3

# Not all compounds are listed; count on the stated rates, not on these rows.
